# Screens from PubChem BioAssay.
# RGS4-Gao reg – modulators of RGS4 binding to Galphao, primary screen, biochemical, multiplexed bead flow cytometry | Guanine nucleotide-binding protein G(o) subunit alpha (Homo sapiens), P09471 | actives lie on both sides | binding response (% of control), % at 10 µM | 220,000 compounds, 0.33% hits | AID 1415, 2008; in the data active = binding response below about 49% or above about 150%; inactive = in between;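 note: fluorescent Galphao activated with aluminum fluoride binding bead-coupled RGS4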
# Target sequence (P09471 whole entry, looked up): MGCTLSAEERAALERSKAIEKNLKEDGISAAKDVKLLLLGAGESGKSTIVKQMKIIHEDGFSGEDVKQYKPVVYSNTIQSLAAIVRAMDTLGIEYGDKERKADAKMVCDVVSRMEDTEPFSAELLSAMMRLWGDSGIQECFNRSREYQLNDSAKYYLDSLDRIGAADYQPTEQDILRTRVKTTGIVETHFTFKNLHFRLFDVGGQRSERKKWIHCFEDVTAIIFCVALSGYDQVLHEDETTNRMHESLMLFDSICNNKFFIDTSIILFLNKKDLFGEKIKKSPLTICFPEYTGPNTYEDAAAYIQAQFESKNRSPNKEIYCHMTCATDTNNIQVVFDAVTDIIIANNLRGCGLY
# Bim-Bcl-XL – inhibitors of Bim-Bcl-XL binding, primary screen, biochemical, multiplexed, bead flow cytometry, human Bcl-XL. Bim peptide-Bcl-XL binding, fluorescence. inhibition, % at 10 µM. 190,000 compounds, 0.04% hits
# Bfl-1 Bim block – inhibitors of Bim binding to Bfl-1, primary screen, biochemical, multiplexed, bead-based flow cytometry; inhibition, % at 10 µM; Bcl-2-related protein A1 (Homo sapiens), Q16548; Bim-Bfl-1 binding inhibition; AID 1008, 2008; 190,000 compounds, 0.12% hits;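 note: 0% = wells without compound plus tracer and 100% = blocker peptide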
# Bim-Bcl-W – inhibitors of Bim binding to Bcl-W, primary screen, biochemical, multiplexed, bead-based flow cytometry; Bcl-2-like protein 2 (Homo sapiens), Q92843; Bim peptide-Bcl-W binding; inhibition, % at 10 µM; 190,000 compounds, 0.02% hits;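 note: 0% = bound tracer without compound and 100% = peptide blocker; higher means less fluorescent Bim peptide bound to Bcl-W beads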
# Target sequence (Q92843 whole entry, looked up): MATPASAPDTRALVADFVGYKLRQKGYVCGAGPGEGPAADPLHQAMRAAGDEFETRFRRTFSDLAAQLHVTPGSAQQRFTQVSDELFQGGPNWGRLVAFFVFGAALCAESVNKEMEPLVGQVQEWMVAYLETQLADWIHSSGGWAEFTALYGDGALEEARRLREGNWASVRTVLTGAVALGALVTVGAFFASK
# RGS8-Gao – RGS8-Galphao binding modulators, primary screen, biochemical, multiplexed bead flow cytometry | Guanine nucleotide-binding protein G(o) subunit alpha (Homo sapiens), P09471 | actives lie on both sides | response (percent of control binding), % at 10 µM | 220,000 compounds, 0.34% hits | AID 1423, 2008; in the data active = response below about 60% or above about 140%; inactive = in between;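 note: Galphao activated as the GDP aluminium fluoride complex binding bead-coupled RGS8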
# Bim-Mcl-1 – inhibitors of Bim peptide binding to Mcl-1, primary screen, biochemical, bead-based flow cytometry, multiplex; Induced myeloid leukemia cell differentiation protein Mcl-1 (Homo sapiens), Q07820; Bim peptide-Mcl-1 binding; inhibition, % at 10 µM; 190,000 compounds, 0.1% hits;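 note: 0% = no compound tracer wells and 100% = peptide blocker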
# Bcl-2 Bim block – inhibitors of Bim-Bcl-2 binding, primary screen, biochemical, multiplexed, human Bcl-2 family. Bead-based flow cytometry, Bim peptide-Bcl-2 binding. inhibition, % at 10 µM. 190,000 compounds, 0.06% hits. AID 950, 2007; in the data active = inhibition above about 40%;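 note: 0% = no compound wells with probe peptide and 100% = reference peptide inhibitor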
# Target sequence (P10415 whole entry, looked up): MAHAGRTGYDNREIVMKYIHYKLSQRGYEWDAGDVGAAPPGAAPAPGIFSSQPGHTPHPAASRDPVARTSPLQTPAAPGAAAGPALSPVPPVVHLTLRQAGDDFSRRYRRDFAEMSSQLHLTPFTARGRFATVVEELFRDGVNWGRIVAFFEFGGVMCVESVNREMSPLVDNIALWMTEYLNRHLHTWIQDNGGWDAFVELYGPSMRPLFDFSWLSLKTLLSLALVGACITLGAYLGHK
# ABCB1 inh – ABCB1 efflux pump inhibitors, primary screen, cell-based, multiplex, flow cytometry, ABCG2 counter-screen; CCRF-Adr cells, JC-1 efflux; inhibition, % at 6.6 µM; 190,000 compounds, 0.067% hits; AID 1326, 2008; in the data active = inhibition above about 40%;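 note: 0% = vehicle and 100% = reference inhibitor; higher value means more JC-1 retained so stronger ABCB1 efflux block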
# ABCG2 block – ABCG2 efflux pump inhibitors, primary screen, multiplex with ABCB1, IgMXP3 cells, flow cytometry; JC-1 efflux; 190,000 compounds, 0.1% hits; AID 1325, 2008; inhibition, % at 6.6 µM; Broad substrate specificity ATP-binding cassette transporter ABCG2 (Homo sapiens), Q9UNQ0;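 active = inhibition above 80%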;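 note: 0% = DMSO and 100% = nicardipine control wells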
#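 Read-out basis: Efflux inhibition in percent versus controls | Test system: ABCG2 IgMXP3 and barcoded ABCB1 CCRF-Adr cell mix | Quantity: 3 million cells/mL in well | Schedule: 10 min at 25 °C | Control set: Nicardipine as high control, DMSO as low control | Reagent: JC-1 as fluorescent efflux pump substrate | Signal: Flow cytometry of retained JC-1 fluorescence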
# Bim-Bcl-B – inhibitors of Bim-Bcl-B binding, primary screen, biochemical, multiplexed, human Bcl-2 family; Bcl-2-like protein 10 (Homo sapiens), Q9HD36; bead-based flow cytometry, Bim peptide-Bcl-B binding; inhibition, % at 10 µM; 190,000 compounds, 0.073% hits; AID 951, 2007;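 note: 0% = tracer peptide without compound and 100% = reference inhibitor peptide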
# Target sequence (Q9HD36 whole entry, looked up): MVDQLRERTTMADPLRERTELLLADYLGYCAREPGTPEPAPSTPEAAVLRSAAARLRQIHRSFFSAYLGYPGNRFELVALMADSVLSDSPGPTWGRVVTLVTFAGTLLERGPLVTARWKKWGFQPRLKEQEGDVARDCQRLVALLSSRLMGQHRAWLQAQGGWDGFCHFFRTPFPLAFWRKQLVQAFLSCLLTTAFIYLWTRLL
# RGS7-Gao – RGS7-Galphao binding modulators, primary screen, biochemical, multiplexed bead flow cytometry | Guanine nucleotide-binding protein G(o) subunit alpha (Homo sapiens), P09471 | actives lie on both sides | binding response (% of control), % at 10 µM | 220,000 compounds, 0.35% hits; in the data active = binding response below about 49% or above about 150%;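 note: fluorescent Galphao held in activated GDP-AlF4 state binding bead-coupled RGS7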
# * marks the source's active call; other numbers are inactive results. Cut-off read from the data, not from the text of the source, unless noted: active = inhibition above about 40%.
SMILES,RGS4-Gao reg,Bim-Bcl-XL,Bfl-1 Bim block,Bim-Bcl-W,RGS8-Gao,Bim-Mcl-1,Bcl-2 Bim block,ABCB1 inh,ABCG2 block,Bim-Bcl-B,RGS7-Gao
CCOC(=O)c1c(NC(=O)CNCC(O)CO)sc(C)c1C (stereo not drawn),99,-5,0,0,100,-3,-3,0.8,4,-2,103
O=C(CSc1nccc(=O)[nH]1)N1c2ccccc2CCc2ccccc21,104,-2,0,-2,109,-3,-1,0.2,0,-4,106
O=C(c1cccc(F)c1)N1CCN(S(=O)(=O)c2ccccc2)CC1,101,-4,-2,-1,103,-3,-4,0.4,2,-3,99
O=C(CCSc1ccccc1)N1CCN(c2ccccc2)CC1,98,-1,-4,0,105,0,-3,0.2,1,-3,100
CC1CC(=O)Nc2ccccc2N1S(=O)(=O)c1ccccc1 (stereo not drawn),103,-1,-4,1,103,1,-3,0.4,1,-2,106
CC(C)(C)c1ccc(COC(=O)CNC(=O)CNC(=O)Cc2ccccc2)cc1,99,-4,-3,-3,99,0,-6,1.2,3,-5,102
O=c1c2ccccc2nc(SCc2ccc([N+](=O)[O-])cc2)n1-c1ccccc1,97,-2,-2,-3,102,-3,-4,2.2,11,-5,95
COc1ccc(-c2nc(CNS(=O)(=O)c3ccc(OC)c(OC)c3)cs2)cc1,104,-2,-11,1,102,0,-4,0.9,3,-11,100
Cc1nn(C)cc1CNC(=O)c1ccc(F)cc1,101,-10,-14,-9,99,-6,-4,0.1,3,-16,102
COC(=O)c1nc(N)sc1C(C)C,97,0,-2,0,97,-3,-2,0.8,7,-1,94
CCN(CC)S(=O)(=O)c1cccc(-c2nc3n(n2)Cc2ccccc2-3)c1,106,7,-8,0,102,-3,-9,-0.1,-4,-9,104
O=C1C=C(NCCN2CCOCC2)CC(c2ccccc2)C1 (stereo not drawn),100,-1,0,1,102,-2,-3,1.0,5,0,102
O=C(c1ccc2c(c1)OCO2)N1CCCC(c2ccccc2)C1 (stereo not drawn),100,-3,-21,0,100,-5,-13,1.0,25,-7,103
O=C(CCCOc1ccccc1)Nc1nnc(C2CCCO2)s1 (stereo not drawn),94,-2,-1,0,100,-2,0,0.1,1,-1,96
CCC(=O)N1c2ccc(C)cc2C2=NNC(=S)NC21O (stereo not drawn),105,-6,-12,-5,102,-2,-7,0.4,18,-5,103
Cc1ccc(C(=O)c2nc3c(n2O)CCCC3)cc1,102,5,-12,3,101,1,-3,1.0,4,-1,100
O=C1CC(N2CCN(c3ccc(O)cc3)CC2)C(=O)N1Cc1cccs1 (stereo not drawn),95,-6,-8,1,101,-4,-8,0.5,0,-8,96
CC1CCN(S(=O)(=O)c2ccc(NC(=O)Cn3nnc(-c4ccccc4)n3)cc2)CC1,95,-2,0,0,98,0,1,-0.5,-1,-2,97
NS(=O)(=O)c1cccc(NC(=O)CCSc2ccccc2Cl)c1,106,-4,-2,-4,105,-9,-4,-0.2,-1,-4,106
COc1cc(C(=O)NC2CC3CCCC(C2)N3C2CC2)cc(OC)c1OC (stereo not drawn),98,-4,-6,-2,100,-19,-5,-1.2,0,-17,98
CCOC(=O)c1c(C)[nH]c(C(=O)COC(=O)CCC2CCCC2)c1C,87,2,-3,-2,83,0,-2,0.3,1,-4,84
COc1cccc(-c2cc(C(=O)Nc3cccc(O)c3)no2)c1,96,2,0,0,99,2,-3,0.0,1,-6,97
CC(=O)NC(CCCN1C(=O)c2ccccc2C1=O)c1nnn(C)n1 (stereo not drawn),109,-5,-1,-2,108,2,0,0.5,9,-4,107
CCCC(C)c1nnc(NC(=O)C2CCCO2)s1 (stereo not drawn),101,-11,-3,-6,103,-3,-6,0.8,0,-12,106
Cc1ccc(-c2cc(C(=O)NCCCN3CCOCC3)no2)cc1,107,4,3,0,103,6,16,1.2,5,15,101

# Next section
SMILES,RGS4-Gao reg,Bim-Bcl-XL,Bfl-1 Bim block,Bim-Bcl-W,RGS8-Gao,Bim-Mcl-1,Bcl-2 Bim block,ABCB1 inh,ABCG2 block,Bim-Bcl-B,RGS7-Gao
CCOC(=O)c1c(C=O)c(C)n(Cc2ccc(C)cc2)c1C,100,-5,-14,3,102,0,-5,1.5,6,-6,98
CSC(=S)N(C)C1CCS(=O)(=O)C1 (stereo not drawn),87,31,29,23,67,15,19,-0.3,0,18,86
COc1ccc(C(=O)Nc2ccc(S(=O)(=O)NC(C)C)cc2)cc1,105,-6,-10,4,103,-1,-7,-0.1,18,-6,103
COc1ccc(CCn2ccc(O)c(Cc3ccc(Cl)cc3Cl)c2=O)cc1OC,102,1,-4,-1,102,0,-5,1.1,2,-3,100
Cc1cccc(C)c1Nc1nnc(SCC(=O)c2ccc(Br)s2)s1,100,-7,-2,-7,101,-10,-3,0.0,4,-10,98
O=c1[nH]c(N2CCOCC2)nc2c1CCCC2,103,1,0,2,101,-1,-1,0.7,3,-1,106
C/C(=N/NC(=O)c1ccccc1)C(=O)O,104,-1,-7,-3,101,-2,-1,0.6,0,-1,102
CCC(C(=O)NCc1ccccc1OC)c1ccccc1 (stereo not drawn),101,-1,-7,0,97,2,-2,0.5,2,-5,99
CC(=O)Nc1ccc(S(=O)(=O)NCC2CCC(C(=O)NCc3ccccc3)CC2)cc1 (stereo not drawn),103,3,0,1,108,2,-2,0.6,0,1,109
COC(=O)c1ccc(C(=O)OC)c(NC(=S)N2CCC(C)CC2)c1,101,-6,0,-5,102,-2,-1,0.1,8,-6,100
FC(F)(F)c1nnc2c(Sc3ccc(Cl)cc3)nc3ccccc3n12,99,-2,1,0,103,0,0,0.3,1,0,102
O=S(=O)(NCCOCC(F)(F)C(F)F)c1ccc2oc3ccccc3c2c1,98,-20,-18,0,100,-3,-13,0.5,3,-11,102
Cc1ccc(C)c(OCCCC(=O)Nc2ccc(N3CCOCC3)cc2)c1,100,-2,1,-1,108,-3,0,0.6,4,-2,101
COc1ccc(CCNC(=O)c2nnn(CC(=O)Nc3cccc(F)c3)c2N)cc1OC,99,0,-10,-1,101,0,-2,0.0,3,-6,100
Cc1nc(NCCNC(=O)c2ccco2)c2c(C)c(C)sc2n1,100,-4,-9,0,104,-3,-4,0.3,0,-10,97
Nc1ccc(Nc2nc(-c3cc4ccccc4oc3=O)cs2)cc1,84,-2,0,2,101,0,4,-1.3,-2,0,81
O=C(COc1cc(Cl)ccc1Cl)Nc1nnc(CC(=O)N2CCOCC2)s1,100,-13,21,-7,100,-12,-4,0.1,2,-48,95
COc1cccc([C@@H]2Oc3ccc(OC)cc3C(=O)[C@H]2OC(=O)NCc2ccc3c(c2)OCO3)c1,80,-1,1,0,79,-1,1,2.7,29,-4,91
O=C(NCCc1ccccc1)c1ccc(-c2ccccc2Cl)o1,99,-2,1,-4,101,-4,0,0.0,-1,-4,102
COc1ccc(CCNC(=O)C2CC(=O)N(c3ccccc3)C2)cc1OC (stereo not drawn),99,12,-11,4,104,0,-11,0.0,0,-7,100
CCOC(=O)N1CCC(c2cc(=O)n(-c3ccccc3)[nH]2)CC1,97,0,-1,0,96,42*,2,0.7,3,12,95
CC[N+](CC)(CC#Cc1ccccc1)CC(=O)c1ccc(Cl)cc1,105,-5,-3,-3,101,-2,0,0.8,2,-6,104
CCOC(=O)CSc1ncc(OC)c(Sc2ccc(OC)cc2)n1,100,0,-8,2,101,1,-3,0.9,4,-4,97
O=C(COC(=O)CSc1cc(Cl)ccc1Cl)NCc1ccc2c(c1)OCO2,102,-4,-5,-1,101,-3,-9,0.4,8,-4,104
COC(=O)c1ccc(CSc2nnc(CNC(=O)c3cccs3)o2)o1,99,-2,0,0,97,-1,-1,0.0,0,-1,99

# Bim-Mcl-1, what is marked active above.
Structure	RGS4-Gao reg	Bim-Bcl-XL	Bfl-1 Bim block	Bim-Bcl-W	RGS8-Gao	Bim-Mcl-1	Bcl-2 Bim block	ABCG2 block	Bim-Bcl-B	RGS7-Gao
CCOC(=O)N1CCC(c2cc(=O)n(-c3ccccc3)[nH]2)CC1	97	0	-1	0	96	42*	2	3	12	95

# Structures from the list above containing an aryl methoxy group, in the order listed:
SMILES,RGS4-Gao reg,Bim-Bcl-XL,Bfl-1 Bim block,Bim-Bcl-W,RGS8-Gao,Bim-Mcl-1,Bcl-2 Bim block,ABCB1 inh,ABCG2 block,Bim-Bcl-B,RGS7-Gao
COc1ccc(-c2nc(CNS(=O)(=O)c3ccc(OC)c(OC)c3)cs2)cc1,104,-2,-11,1,102,0,-4,0.9,3,-11,100
COc1cc(C(=O)NC2CC3CCCC(C2)N3C2CC2)cc(OC)c1OC (stereo not drawn),98,-4,-6,-2,100,-19,-5,-1.2,0,-17,98
COc1cccc(-c2cc(C(=O)Nc3cccc(O)c3)no2)c1,96,2,0,0,99,2,-3,0.0,1,-6,97
COc1ccc(C(=O)Nc2ccc(S(=O)(=O)NC(C)C)cc2)cc1,105,-6,-10,4,103,-1,-7,-0.1,18,-6,103
COc1ccc(CCn2ccc(O)c(Cc3ccc(Cl)cc3Cl)c2=O)cc1OC,102,1,-4,-1,102,0,-5,1.1,2,-3,100
CCC(C(=O)NCc1ccccc1OC)c1ccccc1 (stereo not drawn),101,-1,-7,0,97,2,-2,0.5,2,-5,99
COc1ccc(CCNC(=O)c2nnn(CC(=O)Nc3cccc(F)c3)c2N)cc1OC,99,0,-10,-1,101,0,-2,0.0,3,-6,100
COc1cccc([C@@H]2Oc3ccc(OC)cc3C(=O)[C@H]2OC(=O)NCc2ccc3c(c2)OCO3)c1,80,-1,1,0,79,-1,1,2.7,29,-4,91
COc1ccc(CCNC(=O)C2CC(=O)N(c3ccccc3)C2)cc1OC (stereo not drawn),99,12,-11,4,104,0,-11,0.0,0,-7,100
CCOC(=O)CSc1ncc(OC)c(Sc2ccc(OC)cc2)n1,100,0,-8,2,101,1,-3,0.9,4,-4,97
